# Screening data as filed in PubChem BioAssay.
# Growth percent in the NCI-60 one-dose screen (48 h, 10 µM unless noted): 100 = growth as untreated, 0 = no growth, -100 = all killed.
# IGROV1: IGROV1 ovarian cancer; actives 4.7% (n = 79,000)
# OVCAR-3: OVCAR-3 ovarian cancer; actives 7% (n = 79,000)
# OVCAR-5: OVCAR-5 ovarian cancer. actives 2.9% (n = 82,000). AID 1794783
# OVCAR-4: OVCAR-4 ovarian cancer cells; actives 3.7% (n = 80,000)
# RXF 393: RXF 393 renal cancer cells; actives 6.9% (n = 77,000); AID 1794773
# OVCAR-8: OVCAR-8 ovarian cancer. actives 4.4% (n = 81,000). AID 1794782
# ACHN: ACHN renal cancer | actives 4.9% (n = 81,000) | AID 1794771
# SK-OV-3: SK-OV-3 ovarian cancer cells. AID 1794785. actives 3.2% (n = 80,000)
# A498: A498 renal cancer cells. AID 1794774. actives 5.4% (n = 76,000)
# * marks the source's active call; other numbers are inactive results; · = no result given; & = joins results of further samples. Rule for the calls: active = growth percent below 10; inactive = the rest. No enrichment for hits (roughly 11% active in at least one column).
molecule,IGROV1,OVCAR-3,OVCAR-5,OVCAR-4,RXF 393,OVCAR-8,ACHN,SK-OV-3,A498
CCC(C)S(=O)(=O)c1oc(-c2ccc(C)cc2)nc1S(=O)(=O)c1ccccc1 (centres undefined),-92.9*,-81.1*,-91.3*,-83.7*,-98.0*,-65.8*,-100.0*,65.5,109.0
O=c1[nH]nc(-c2cc(Cl)ccc2NCc2ccccc2)c(=O)[nH]1,85.7,95.4,106.4,87.1,105.7,96.0,96.6,105.3,71.2
COc1ccc(/C=N/NC(=O)Cn2c(-c3ccc(S(C)(=O)=O)cc3)nc3ccccc32)cc1,91.4,103.3,99.7,117.3,104.4,110.9,105.3,117.4,95.0
N#CC(c1ccc(N)cc1)C(CC(=O)c1ccccc1)c1ccccc1 (centres undefined),91.9,101.2,103.9,·,77.2,104.8,97.3,98.0,·
Cn1c(N)c(N)c(=O)[nH]c1=O,114.2,110.4,113.6,·,114.1,100.6,98.3,109.1,98.7
NS(=O)(=O)c1ncnc2nc[nH]c12,102.4,150.9,104.9,99.6,142.7,116.9,110.8,107.5,215.4
O=C1Nc2ccccc2C2c3[nH]c4ccc(Cl)cc4c3CCN12 (centres undefined),83.2,93.5,99.2,75.1,74.4,71.7,82.2,75.9,49.7
Nc1cc(N)nc(SCC(=O)Nc2nc(-c3ccccc3)cs2)n1,77.3,82.8,111.2,76.8,95.0,83.4,80.0,97.8,100.8
CCOC(=O)CCC(C(C)=O)C(=O)OCC (centres undefined),91.0,114.5,113.2,120.2,118.9,104.0,106.8,102.1,95.6
O=C(O)COc1ccc(F)cc1Cl,106.0,114.3,103.0,111.8,104.7,109.8,107.2,105.9,103.5
COC(=O)[C@]12CC[C@@H](C)[C@H](C)[C@@H]1C1=CC[C@@H]3[C@@]4(C)C[C@@H](OC(C)=O)[C@H](O)[C@@](C)(CO)[C@@H]4[C@H](O)C[C@@]3(C)[C@]1(C)CC2,-58.8*,-85.0*,-78.2*,-79.6*,-88.9*,-60.9*,-88.3*,-95.4*,-95.9*
O=C(C/C(=C/c1ccccc1[N+](=O)[O-])c1nc(=S)[nH][nH]1)c1ccc(Cl)c(Cl)c1,71.8,95.2,97.5,84.1,97.3,95.9,95.9,90.7,·
CCC(=O)Nc1nnc(Cc2ccc(OC)c(OC)c2)s1,30.1,-45.3*,85.9,-69.7*,-32.9*,-32.6*,4.0*,24.7,85.2
CCN(CC)CCN(C(=O)Oc1ccccc1)c1ccccc1,87.6,99.5,107.4,101.8,94.9,102.7,102.7,94.8,92.3
O=C(NNc1ccccc1)OCCCl,·,99.6,79.3,118.9,112.2,76.2,69.0,110.4,117.3
COc1cccc(-c2cc(-c3cc4ccccc4oc3=O)nc(N)n2)c1,70.0,95.0,98.2,·,107.7,110.8,98.3,·,126.8
O=C(O)c1cn(C2CC2)c2cc(N3CCN(C(=O)N/N=C/c4ccc(Cl)cc4)CC3)c(F)cc2c1=O,96.3,106.7,114.0,99.6,96.3,98.2,108.7,93.8,112.6
CN(C)CCN(Cc1ccco1)c1ccccn1,101.2&114.1,112.8&113.3,94.2&107.9,106.5&117.4,123.1&118.7,111.4&102.8,100.0&107.3,95.7&108.8,105.7&91.7
CN(C)c1ccc(/C=C2\SC(N3CCCCC3)=NC2=O)cc1,97.6,117.4,116.6,·,118.7,106.9,113.3,121.8,75.0
COc1ccc(/C=N/NC(=O)Cn2nc(Cc3ccccc3)c3onc(C)c3c2=O)cc1,112.8,91.6,101.8,54.4,·,74.4,92.7,113.5,112.8
CNC(=O)c1cc(Oc2ccc3c(c2)sc2nc(-c4ccc(N)cc4)cn23)ccn1,31.6,1.4*,64.2,59.7,43.8,10.9,29.1,21.2,26.7
Nc1nc(NC2CC2)c2ncn(C3C=C[C@@H](CO)C3)c2n1 (some centres undefined),100.4,96.4,94.9,98.6,107.8,99.8,91.4,102.6,97.4
CNC(=O)c1cc(Oc2cccc3nc(NC(=O)Nc4ccc(F)cc4)ccc23)ccn1,104.5,111.3,108.1,105.3,95.9,122.3,95.7,108.5,86.7
NS(=O)(=O)c1ccc(-n2cc(-c3cccc(NC(=O)c4cccc(OC(F)(F)F)c4)c3)nn2)cc1,93.9,102.6,111.4,103.2,105.4,95.4,98.0,78.0,98.5
CCOC(=O)c1c(NC(=O)c2cccc(C(F)(F)F)c2)sc2c1CCC(OCC)=C2,58.3,46.1,106.5,65.4,104.8,75.2,32.2,95.4,76.8

# Next results follow:
molecule,IGROV1,OVCAR-3,OVCAR-5,OVCAR-4,RXF 393,OVCAR-8,ACHN,SK-OV-3,A498
Cc1ccccc1Oc1ccccc1C(=O)O,93.2,114.1,89.8,106.5,111.5,103.4,107.9,85.5,104.5
CCOc1cc(/C=N\Nc2ccc([N+](=O)[O-])cn2)ccc1O,105.3,114.3,124.4,121.5,120.6,108.0,101.1,114.9,91.7
Cn1c(SCc2nc(N)c3ccccc3n2)nnc1-c1cccs1,·,113.4,105.9,112.7,85.4,105.6,109.6,112.2,102.7
CC1=Cc2cc(Cl)cc(Cl)c2OC12C=Cc1cc(Cl)cc(Cl)c1O2 (centres undefined),105.9,·,100.6,115.6,121.7,105.1,99.9,110.9,112.0
N#CN(Cc1ccccc1)Cc1ccccc1,103.8,106.1,109.2,105.3,108.8,105.9,112.8,107.9,94.0
CN(CCO)CC(O)Cn1cnc2c1c(=O)n(C)c(=O)n2C (centres undefined) (tested in a mixture with another compound),89.5,120.6,70.3,107.8,96.5,93.2,99.1,92.3,114.8
CCNc1nc2ccccc2c2c(=O)c3cccc(OC)c3sc12,69.3,107.5,92.5,96.8,107.7,91.0,91.7,89.2,67.1
O=c1c2ccccc2nc(SCCN2CCCCC2)n1CCc1ccccc1,78.7,94.1,88.7,86.7,·,95.9,101.7,92.6,83.1
COc1cc(C2CC(=O)Nc3c2cnn3C)cc(OC)c1OC (centres undefined),107.6,105.5,109.1,113.2,123.8,103.0,108.5,95.1,113.3
CCCCCCCCN1C(=O)/C(=c2\sc3n(c2=O)C2C(NN=3)N(CC)C(=O)N2CC)c2ccccc21 (centres undefined),86.5,98.6,81.6,94.2,·,85.7,73.8,90.6,86.9
C/C=C/Cc1ccc(O)cc1,48.5,111.6,94.6,110.0,·,124.1,94.2,94.6,129.2
COc1ccc(C2CC(=O)Nc3c2c(C)nn3-c2nc3ccccc3[nH]2)cc1OC (centres undefined),·,83.2,110.8,62.0,12.2,62.0,85.2,17.7,3.5*
CC(=O)C12OC(C)(C)OC1CC1C3CCC4=CC(=O)C=CC4(C)C3(F)C(O)CC12C (centres undefined),·,121.8,74.9,104.9,109.3,85.9,101.2,71.1,·
CO/N=C/C=C\C(=O)N/C=C/C[C@H]1/C=C/[C@H](O)/C=C\C=C\c2cccc(O)c2C(=O)O1,40.3&36.5,36.3&60.9,44.7&39.5,69.4&72.0,55.5&51.0,29.7&27.5,22.4&31.1,35.0&49.6,10.3&44.1
O=C1CC(c2cccc(F)c2)c2snc(-c3cccc(F)c3)c2N1 (centres undefined),89.4,105.2,93.4,110.1,101.6,102.9,97.6,96.1,89.6
S=c1nc2c(c(-c3ccccc3)c(-c3ccccc3)n2C2CCCCC2)c2n1CCN2,85.2,98.7,97.3,98.1,111.5,87.8,97.1,110.6,·
O=C1NC(=S)N/C1=C\c1ccc(Cl)cc1Cl,98.9,96.6,96.8,115.3,110.8,102.8,92.2,87.8,74.9
CCOC(=S)SCCSC,109.3,107.4,103.5,112.1,112.9,105.8,108.6,111.4,96.9
CN(C)CCC1c2ccc(Cl)cc2CCc2cccnc21 (centres undefined) (tested in a mixture with another compound),75.9,96.5,96.7,82.1,104.6,100.0,95.8,108.5,81.2
NS(=O)(=O)c1ccccc1NCCC(=O)c1ccccc1,100.9,109.4,105.2,107.3,118.9,99.1,108.8,99.4,100.3
Cc1ccc(Sc2oc(-c3ccccc3)nc2S(=O)(=O)c2ccc(C)cc2)cc1,94.8,105.2,98.9,99.4,93.5,87.6,102.1,93.5,108.4
C(=N\n1cnnc1)/c1ccc2c(c1)CCC2,110.9,102.3,104.7,114.8,96.4,100.0,105.0,97.8,101.2
CC(=O)N1N=C(c2cc3ccccc3oc2=O)CC1c1cn(-c2ccccc2)nc1-c1ccc(C)cc1 (centres undefined),107.9,·,94.1,94.4,98.8,97.3,97.8,95.2,100.8
CCN1CCN(c2nc(-c3ccc(Nc4ncnc5cc(Cl)ccc45)cc3)cc(-c3cc(OC)c(OC)c(OC)c3)n2)CC1,104.0,106.9,115.4,90.3,17.3,69.9,58.3,102.2,100.4
O=c1ccn(C2CC(O)C(O)C(CO)O2)c(=O)[nH]1 (centres undefined),118.1,123.1,108.3,107.5,244.9,116.3,116.0,114.2,117.6

# Arranged by count of non-hydrogen atoms (rising): 4 of the compounds above.
molecule,IGROV1,OVCAR-3,OVCAR-5,OVCAR-4,RXF 393,OVCAR-8,ACHN,SK-OV-3,A498
Cc1ccccc1Oc1ccccc1C(=O)O,93.2,114.1,89.8,106.5,111.5,103.4,107.9,85.5,104.5
Nc1nc(NC2CC2)c2ncn(C3C=C[C@@H](CO)C3)c2n1 (some centres undefined),100.4,96.4,94.9,98.6,107.8,99.8,91.4,102.6,97.4
CCCCCCCCN1C(=O)/C(=c2\sc3n(c2=O)C2C(NN=3)N(CC)C(=O)N2CC)c2ccccc21 (centres undefined),86.5,98.6,81.6,94.2,·,85.7,73.8,90.6,86.9
CCN1CCN(c2nc(-c3ccc(Nc4ncnc5cc(Cl)ccc45)cc3)cc(-c3cc(OC)c(OC)c(OC)c3)n2)CC1,104.0,106.9,115.4,90.3,17.3,69.9,58.3,102.2,100.4

# (list continues)
molecule,IGROV1,OVCAR-3,OVCAR-5,OVCAR-4,RXF 393,OVCAR-8,ACHN,SK-OV-3,A498
O=C(Nc1ncc(Cc2ccc(Cl)cc2)s1)C1COc2ccccc2O1 (centres undefined),84.7,103.7,99.8,104.0,91.8,102.3,106.4,95.3,96.1
CCc1ccccc1-n1c(-c2ccc(Cl)cc2)cc(-c2ccc(Cl)cc2)c(C#N)c1=O,96.1,87.7,92.2,85.9,93.3,88.9,98.8,96.5,94.9
CCOC(=O)/C(=C/c1ccncc1)C(=O)c1ccccc1,99.4,108.2,100.2,102.3,108.6,100.2,97.5,111.4,100.7
O=C(O)CCN1C(=O)c2ccccc2C1=O,·,106.5,97.4,98.4,·,·,107.7,96.5,96.8
CCN(CC)C(=O)C=C(C)C,123.8,102.2,112.4,100.4,115.0,105.3,107.9,116.5,85.3
COC1=CC(=O)OC(C)(c2ccccc2)C1 (centres undefined),·,112.0,96.7,109.8,124.0,109.6,96.0,104.2,76.4
Cc1ccc(C)c(C(=O)CCC(=O)O)c1,109.0,98.7&126.5,94.9&108.3,105.2&103.8,95.0&131.0,96.0&115.6,102.7&106.3,116.7&112.3,63.5&144.1
NC(=O)c1cccc(F)c1SSc1c(F)cccc1C(N)=O,99.4,100.1,127.8,103.4,99.5,·,99.7,99.2,99.8
C=C1CCC2C(C)(COC(C)=O)C(OC(C)=O)CCC2(C)C1/C=C/C1=CCOC1=O (centres undefined),88.3,116.3,93.4,98.3,98.3,93.3,103.9,109.2,116.1
COS(=O)(=O)CCC(=O)Nc1cc(C(=O)Nc2cc(C(=O)NCCC(=O)NCCCCCCCCCCN3C(=O)N(c4ccc(C#N)c(C(F)(F)F)c4)C(=O)C3(C)C)n(C)c2)n(C)c1,96.0,107.4,97.9,94.7,95.7,98.1,97.7,110.7,104.9
O=C(Nc1ncccc1OCc1ccccc1)NC1CCCCCC1,89.1,89.1,95.0,84.6,106.5,103.8,93.4,109.8,100.9
Clc1ccc(-c2nc(CSc3nc4ccccc4s3)no2)cc1,83.3,96.2,96.6,90.3,126.8,103.7,92.1,89.2,130.1
COc1ccc(N=Nc2c(N)nn3c(N)c(C#N)c(-c4ccccc4)nc23)cc1,20.8,-7.0*,72.8,-13.4*,8.3*,8.3*,25.7,13.1,113.4
Cc1ccc(S(=O)(=O)OC[C@@H]2CO2)cc1,105.7,103.5,103.3,111.0,112.9,105.4,99.2,96.4,125.0
O=C(Nc1ccccc1)C1CN(Cc2ccccc2F)CCS1 (centres undefined),98.7,105.1,97.4,103.4,110.4,103.2,106.0,103.4,97.7
C=CCOC(=O)C1=C(C)NC2=C(C(=O)CC(c3ccc(Cl)cc3)C2)C1c1ccc(O)cc1 (centres undefined),94.2,106.9,95.3,93.2,71.7,93.9,94.7,79.5,81.5
Cc1cccc(NC(=O)[C@]23CCC(C)(C)CC2C2=CCC4[C@@]5(C)C[C@@H](O)[C@H](O)[C@@](C)(CO)C5CC[C@@]4(C)[C@]2(C)CC3)c1 (some centres undefined),35.6,41.3,-28.9*,23.5,-49.0*,39.3,1.5*,36.9,-11.3*

# A stretch from further up, as a working copy:
molecule,IGROV1,OVCAR-3,OVCAR-5,OVCAR-4,RXF 393,OVCAR-8,ACHN,SK-OV-3,A498
COC1=CC(=O)OC(C)(c2ccccc2)C1 (centres undefined),·,112.0,96.7,109.8,124.0,109.6,96.0,104.2,76.4
Cc1ccc(C)c(C(=O)CCC(=O)O)c1,109.0,98.7&126.5,94.9&108.3,105.2&103.8,95.0&131.0,96.0&115.6,102.7&106.3,116.7&112.3,63.5&144.1
NC(=O)c1cccc(F)c1SSc1c(F)cccc1C(N)=O,99.4,100.1,127.8,103.4,99.5,·,99.7,99.2,99.8
